# Screening results as filed in PubChem BioAssay.
# PPARg SRC3 recr: PPARgamma agonists recruiting SRC-3 coactivator, primary screen, biochemical; Peroxisome proliferator-activated receptor gamma (Homo sapiens), P37231; biochemical PPARgamma/SRC-3 coactivator recruitment assay; activation, % at 8 µM; hit rate 0.26% among 200,000; AID 731, 2007; in the data active means activation above about 23%;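 further: 0% = DMSO and 100% = reference agonist; some compounds past the cut are filed as inactive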
# Target sequence (P37231 whole entry, looked up): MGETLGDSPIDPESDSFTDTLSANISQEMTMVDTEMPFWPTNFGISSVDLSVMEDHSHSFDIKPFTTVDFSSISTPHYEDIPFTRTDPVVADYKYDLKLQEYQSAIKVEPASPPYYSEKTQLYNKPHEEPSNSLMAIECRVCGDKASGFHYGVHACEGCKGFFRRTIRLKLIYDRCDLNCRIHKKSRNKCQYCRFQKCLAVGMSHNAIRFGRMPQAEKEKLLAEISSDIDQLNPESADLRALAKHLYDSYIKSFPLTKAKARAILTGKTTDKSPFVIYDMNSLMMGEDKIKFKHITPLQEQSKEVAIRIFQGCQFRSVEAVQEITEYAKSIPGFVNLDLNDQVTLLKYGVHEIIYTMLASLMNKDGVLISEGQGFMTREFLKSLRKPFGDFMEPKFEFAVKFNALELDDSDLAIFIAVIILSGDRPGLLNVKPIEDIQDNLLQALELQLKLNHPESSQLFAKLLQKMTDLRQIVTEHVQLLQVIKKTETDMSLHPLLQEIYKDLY
# PPARg SRC2 recr: agonists of PPARg-SRC-2 recruitment, primary screen, biochemical, HTS | Peroxisome proliferator-activated receptor gamma (Homo sapiens), P37231 | PPARgamma LBD-SRC-2 recruitment | activation, % at 8 µM | hit rate 0.34% among 200,000 | AID 1032, 2008; in the data active means activation above about 22%;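 further: 0% = vehicle and 100% = reference agonist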
# STAT3 inh: IL-6 driven STAT3 reporter inhibitors, primary screen, U3A cells, luciferase, luminescence, MLSCN library; AID 862, 2007; inhibition, % at 5.5 µM; IL-6 STAT3-luciferase reporter; host cell line lacks STAT1; hit rate 0.89% among 190,000;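 active means inhibition above the mean inhibition across all screened compounds plus 3 SD, cut at about 44% in these data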;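 further: 0% = DMSO only wells and 100% = 100 µM nifuroxazide control wells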
# S1P3 antag: S1P3 receptor antagonists, primary screen, cell-based; Sphingosine 1-phosphate receptor 3 (Homo sapiens), Q99500; CHO S1P3 NFAT-BLA reporter, FRET fluorescence, antagonist mode; inhibition, % at 4.98 µM; hit rate 0.27% among 170,000;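 active means inhibition above the plate cutoff, the mean inhibition of test wells on that plate plus 3 SD, cut at about 28% in these data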;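 further: cells challenged with S1P at its EC80 of 0.8 µM; blue over green emission ratio from cleaved BLA substrate after 4 h stimulation; 0% = S1P-stimulated wells and 100% = unstimulated DMSO-only wells; some compounds past the cut are filed as inactive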
# Target sequence (Q99500 whole entry, looked up): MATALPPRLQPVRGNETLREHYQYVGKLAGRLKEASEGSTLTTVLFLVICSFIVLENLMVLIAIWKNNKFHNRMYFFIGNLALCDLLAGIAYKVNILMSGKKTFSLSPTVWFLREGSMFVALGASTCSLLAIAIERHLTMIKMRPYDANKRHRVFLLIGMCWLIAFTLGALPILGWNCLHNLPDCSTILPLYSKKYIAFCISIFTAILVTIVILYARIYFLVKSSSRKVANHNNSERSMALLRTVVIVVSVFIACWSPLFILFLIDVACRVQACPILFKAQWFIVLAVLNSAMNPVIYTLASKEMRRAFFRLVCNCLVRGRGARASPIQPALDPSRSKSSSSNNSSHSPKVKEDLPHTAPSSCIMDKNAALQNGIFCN
# PPARg SRC-1 ag: PPARgamma agonists recruiting SRC-1 coactivator, primary screen, biochemical; PPARgamma-SRC-1 coactivator recruitment biochemical assay; activation, % at 8 µM; AID 631, 2007; hit rate 0.41% among 200,000; in the data active means activation above about 19%;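 further: 0% = DMSO and 100% = reference agonist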
# RAM network inh: inhibitors of the yeast RAM network, primary screen, dse1pr::URA3 reporter, 5-FOA selection; S. cerevisiae dse1pr::URA3 reporter, 5-FOA growth OD615, 2 d; analog-sensitive cbk1-as2 kinase mutant strain; hit rate 1.8% among 190,000; inhibition, % at 50 µM; AID 868, 2007;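 active means inhibition above a set limit, 3 SD over mean compound inhibition, cut at about 8.4% in these data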;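 further: 0% = DMSO-only wells with no growth and 100% = 10 µM 1-NA-PP1 full growth; inhibition rescues growth on 5-FOA so higher OD means more RAM inhibition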
# STAT3 activator: IL-6 driven STAT3 reporter potentiators, primary screen, U3A cells, luciferase, luminescence, MLSCN library. hit rate 0.91% among 190,000. IL-6 STAT3-luciferase reporter; 100% = signal with IL-6 EC80 alone. AID 871, 2007. activation (% of control), % at 5.6 µM;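 active means activation above the screen-wide mean of compound activation plus 3 SD, cut at about 130% in these data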;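 further: 0% = background luminescence of wells with medium and substrate only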
#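 System – human U3A cells carrying STAT3-luciferase construct · Probe or stimulus – Interleukin-6, 33 ng/mL · Schedule – compound 1 h, then IL-6 6 h at 37 °C · Signal – luminescence from STAT3-driven luciferase reporter · Evaluation – percent of IL-6-only median luminescence · Benchmarks – IL-6-only high control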
# STAT1 inh: STAT1 signaling inhibitors, primary screen, cell-based, HTS, luciferase reporter; NIH 3T3 STAT1-luciferase reporter, IFN-gamma, luminescence; inhibition, % at 5.5 µM; hit rate 0.35% among 200,000; AID 920, 2007;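 active means inhibition above a set limit, the mean inhibition across all tested compounds plus 3 SD, cut at about 34% in these data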;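 further: 0% = IFN-gamma with DMSO and 100% = IFN-gamma with 300 µM nifuroxazide; values of inactives mirror those of a sister screen read the other way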
# TLR4 MyD88 comp: inhibitors of TLR4-MyD88 association in cells, primary screen, cell-based, HeLa CL3-4, BLA complementation, FRET ratio. Toll-like receptor 4 (Homo sapiens) + Myeloid differentiation primary response protein …. HeLa CL3-4 TLR4/MyD88 BLA complementation. inhibition, % at 8.4 µM. hit rate 0.18% among 200,000; in the data active means inhibition above about 25%;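 further: 0% = vehicle and 100% = reference inhibitor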
# SRC2 TRFRET art: TR-FRET signal artefacts, primary screen, artefact control for PPARgamma SRC-2 agonist project, biochemical; TR-FRET artefact counter-screen; hits give high values; TR-FRET ratio at 8 µM; hit rate 0.4% among 200,000; AID 1049, 2008; in the data active means TR-FRET ratio above about 2000; further: inactives centre near 1500
# ROMK mod: ROMK potassium channel modulators, primary screen, cell-based, thallium flux, MLSMR library | ATP-sensitive inward rectifier potassium channel 1 (Homo sapiens), P48048 | Tet-inducible ROMK, thallium flux fluorescence; actives lie on both sides | B-score at 10 µM | hit rate 2% among 130,000 | AID 1918, 2009;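 active means signal ratio slope over the read window, or its plate-corrected B-score, at least 3 SD from the plate mean, either direction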;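 further: B-score of the F/F0 ratio slope over 7 to 12 s after thallium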
# * marks the source's active call; other numbers are inactive results; x = no result given.
SMILES,PPARg SRC3 recr,PPARg SRC2 recr,STAT3 inh,S1P3 antag,PPARg SRC-1 ag,RAM network inh,STAT3 activator,STAT1 inh,TLR4 MyD88 comp,SRC2 TRFRET art,ROMK mod
COc1ccc(C2=C/C(=C\c3ccc(OC(C)=O)cc3)C(=O)O2)cc1,3,13,5,2,5,0.4,102,2,-4,1556,-0.65
CC(=O)c1nn(-c2cccc(Br)c2)cc1C(=O)c1ccc(Cl)cc1,-1,1,2,3,-10,2.2,98,0,-2,1412,0.4
Cn1c(=O)c2cc(S(=O)(=O)NCCC(=O)NC3CCCCCCC3)ccc2n(C)c1=O,11,2,13,-22,2,3.4,93,1,3,1781,x
COc1ccccc1NS(=O)(=O)c1cc(NC(=O)c2ccc(=O)[nH]c2)ccc1N1CCOCC1,2,2,1,-17,0,1.5,107,1,2,1354,0.18
Cc1ccc(N(Cc2ccc(C(=O)NC3CCCCC3)cc2)S(C)(=O)=O)cc1C,3,-6,16,x,1,5.3,91,-8,-2,1451,0.13
Cc1ccc(S(=O)(=O)NC(=S)NC2CCCCC2)cc1,1,1,10,-24,2,1.4,93,0,5,1713,0.03
CCN(CC)S(=O)(=O)c1ccc(OC)c(NS(=O)(=O)c2ccc(F)cc2)c1,4,7,24,x,8,-0.4,88,6,-7,1586,x
CN1C(=O)c2ccc(N3CCCC3)cc2C1=O,-5,2,20,18,2,1.0,88,8,1,1447,x
O=C(Cn1c(=O)n(-c2ccccc2)c(=O)c2sccc21)N1CCCC1,10,-1,14,3,-3,0.1,93,4,-17,1594,x
COc1ccc([N+](=O)[O-])cc1NC(=O)C(C)OC(=O)/C=C/c1ccco1 (stereo unspecified),3,3,-10,-1,-1,3.0,107,-4,-3,1579,-0.0036
C=CCc1cc(OC)ccc1OCCOCCN1CCc2ccccc2C1,-3,-10,3,-4,3,-0.7,107,0,-11,1493,-0.99
CCC1(C)CC(CCNS(=O)(=O)c2ccc(C)cc2)(c2ccc(C)cc2)CCO1 (stereo unspecified),-5,6,15,x,11,16*,96,0,-5,1650,x
CC(C)n1c(/C=C/c2ccccc2)nc2ccccc21,4,-2,9,-5,-5,0.1,91,-14,-18,1606,-0.05
Cc1ccccc1CC1(CO)CCCN(C(=O)CCCN2CCCCC2=O)C1 (stereo unspecified),0,9,-3,-13,7,-0.6,106,-7,8,1543,0.57
O=c1[nH]c(CSc2nc3ccccc3o2)nc2c1cnn2-c1ccccc1,4,4,5,x,13,4.1,101,-6,2,1748,x
COc1ccc(NC(=O)CN(C)Cc2c(F)cccc2Cl)cc1S(=O)(=O)N1CCCCC1,-1,4,4,-8,0,0.7,97,-3,-7,1425,-1.8
Cc1ccccc1-n1nc(C)c2cc(C(=O)NCc3cccnc3)sc21,8,4,19,-22,10,0.1,88,14,-13,1541,x
COc1cc(/C=C(\C#N)C(=O)NC2CCCCC2)ccc1OCc1ccc(C(=O)O)cc1,0,6,7,0,2,4.5,102,-9,-10,1587,-0.75
CSc1cccc(NC(=O)CCCOc2ccccc2)c1,1,-2,-1,-11,0,0.1,100,-9,-23,1476,0.21
O=C(CCl)N(c1ccccc1)C1CCS(=O)(=O)C1 (stereo unspecified),2,3,10,0,3,3.0,90,0,5,1438,x
C=CCOc1ccc(C2C(C#N)=C(N)N(Nc3ccccc3)C3=C2C(=O)CCC3)cc1OC (stereo unspecified),4,4,4,x,-3,2.3,100,3,21,1523,-0.33
CC[C@@H](C)[C@H](NC(=O)C1CCN(C(=O)[C@@H](NS(=O)(=O)c2ccc(C)cc2)C(C)C)CC1)C(=O)O,10,7,8,-2,12,-0.4,96,0,-1,1459,x
Cc1ccc(C(=O)N2CCN(S(=O)(=O)c3ccccc3[N+](=O)[O-])CC2)o1,4,2,-14,-22,-5,-0.6,111,6,18,1466,-0.55
C=CCSc1[nH]c(=O)cc(C)c1C(N)=O,2,14,6,-14,-1,-0.1,94,3,-5,1503,0.86
CCC1CCCCN1C(=O)CCCOc1ccccc1 (stereo unspecified),-2,-2,-6,x,6,-0.4,106,-24,-14,1533,0.32
COc1ccc(N(C)C(=O)c2ccc3nc(-c4ccccc4)c(-c4ccccc4)nc3c2)cc1,-8,2,-7,x,3,7.4,111,-1,-14,1493,x
CCCCNC(=O)CSc1nnc(NC(C)=O)s1,3,7,4,-23,1,0.0,100,1,-9,1790,1
COCC1CCCN(C(=O)c2ccc(OC3CCN(Cc4ccccn4)CC3)cc2)C1 (stereo unspecified),2,-2,8,-2,-5,-0.1,96,0,11,1619,0.79
CC(C)(C)NC(=O)C(c1ccc(O)cc1)N(C(=O)Cn1nnc(-c2ccc(F)cc2)n1)c1ccccc1F (stereo unspecified),-2,-7,-5,-10,-4,2.0,106,-14,-2,1492,-0.61
CN1C(=O)C(O)(CC(=O)c2cccs2)c2ccccc21 (stereo unspecified),7,6,1,-18,-1,1.5,105,-4,3,1615,-0.52
OC1CCCN(c2c3c(nc4cc(-c5cccc(F)c5)nn24)CCCC3)C1 (stereo unspecified),-2,14,-6,25,10,1.0,106,-62,-8,1739,-0.36
CCN(CC(=O)Nc1ccccc1OC)CC(=O)Nc1sccc1C#N,1,4,6,6,5,0.8,97,-2,-11,1612,0.87
CCSC1=N/C(=C\c2ccccc2)C(=O)N1,-2,2,-4,5,1,-0.4,105,-3,-7,1538,x
CCOC(=O)c1ccc(NC(=O)CSc2nnnn2C2CCCCC2)cc1,4,2,2,x,0,3.6,99,6,4,1677,x
CCN(CC)Cc1c(O)ccc2c([N+](=O)[O-])c(C)n(-c3ccc(OC)cc3)c12,13,15,6,x,0,3.9,98,12,2,1565,-4.8*
Cc1ccc(S(=O)(=O)N(C)CC(=O)N2CCCc3ccccc32)cc1,7,9,5,-25,1,1.7,100,0,-5,1566,x
COCCNC(=O)NC(=O)COC(=O)C1(c2ccc(Cl)cc2)CC1,-3,0,1,8,-4,0.1,100,1,1,1563,1.1
NC(=S)N=Nc1c(O)n(CCCl)c2ccccc12,4,8,16,-9,0,2.8,92,-4,4,1668,0.81
COCCn1c(SCc2nc3scc(-c4ccc(Cl)cc4)c3c(=O)[nH]2)nnc1-c1cccc(C)c1,3,3,-6,-7,1,2.8,102,5,-18,1527,x
COc1cccc(C(=O)Nc2ccccc2)c1,8,8,23,x,2,-0.4,83,-18,-12,1525,x
Cc1cccc(CS(=O)(=O)c2nnc([C@H](Cc3ccccc3)NC(=O)OC(C)(C)C)o2)c1,0,1,4,x,5,4.6,102,27,5,1538,0.0017
Cc1nc(N2CCN(S(=O)(=O)c3ccc(F)cc3)CC2)c2c(-c3cccs3)csc2n1,0,-7,6,-17,-2,0.8,102,5,0,2641*,-0.84
CCN1CCCC1CN(Cc1cc2ccc(C)cc2[nH]c1=O)C(=S)Nc1ccccc1C(=O)OC (stereo unspecified),-2,10,-5,-17,9,-0.9,105,-12,-10,1690,-0.32
CSc1ccccc1NC(=O)c1c(C)noc1C,7,11,6,-6,0,-0.6,97,-4,6,1564,0.16
CC1CCN(CCC(=O)Nc2ccc3c(c2)CCC3)CC1,7,6,-2,x,-2,2.1,103,-5,2,1566,x
O=C(CCCN1C(=O)c2cccnc2C1=O)Nc1ccc(Br)cc1,-1,-2,3,3,7,2.5,99,0,8,1653,1.4
O=C(c1ccc(Cl)c(S(=O)(=O)N2CCCCCC2)c1)N1CCN(c2ccccc2O)CC1,5,3,22,-23,2,0.2,82,1,-11,1686,-0.021
CC(=O)N=Nc1[nH]c(N)c2ccccc12,5,12,3,-19,4,2.5,101,2,4,1586,1.7
COC(=O)C1=C(C)NC(=O)C1(Nc1ccc(Cl)cn1)C(F)(F)F (stereo unspecified),-15,-6,1,-72,-5,0.9,101,-2,5,1406,0.88
Cc1ccc(-n2cc(CNCCN3CCOC3=O)c(-c3ccc(F)cc3)n2)cc1,2,3,14,-16,4,1.8,97,-2,1,1616,-0.52
COC(=O)C1=C(C)NC(C)=C(C(=O)OC)C1C(=O)OCC(=O)c1ccc(F)cc1,2,-4,9,-12,1,0.4,99,-6,-17,1480,1.7
CCOc1cc(/C=C/C(=O)c2ccc(C)cc2)ccc1OCC(=O)N(C)C,-2,3,-28,-17,-13,0.8,120,7,12,1567,0.52
O=C(NCc1cccs1)C12CC3CC(CC(C3)C1)C2,0,1,-3,-6,-5,0.7,107,-2,8,1542,-1
O=C(NCCc1c[nH]c2ccccc12)C(F)(F)F,5,1,-14,x,-8,2.8,116,0,-4,1591,x
CCCC(c1nnnn1CC1CCCO1)N1CCN(c2nc3ccccc3s2)CC1 (stereo unspecified),4,8,4,x,3,2.8,97,-7,-4,1536,x
O=C(c1cnn2c(C(F)F)cc(C3CC3)nc12)N1CCOCC1,-2,13,-4,-20,4,1.1,105,2,-6,1571,0.19
CCOc1ccc(Nc2nc(N3CCCCC3)nc(N3CCCCC3)n2)cc1,-4,-10,-2,x,1,-1.0,99,-1,16,1312,0.24
CC1CC(=O)N(CC(=O)N2CCCC2)c2ccccc2S1 (stereo unspecified),-2,-5,7,-28,0,-0.8,99,13,-4,1371,0.15
COc1cc(C(C)=O)ccc1OC(=O)C(C)N1C(=O)c2ccccc2C1=O (stereo unspecified),-2,-3,-2,x,0,0.8,103,-5,11,1470,0.71
COC(=O)C1Sc2[nH]c(=O)sc2C(c2ccc(Cl)cc2)C1C(=O)OC (stereo unspecified),-4,-4,7,-44,0,0.6,101,6,-12,1507,x
Cc1cccc(C)c1OCCCN1CCCC1,-2,5,3,x,5,-0.8,102,6,-6,1486,2.6
COc1ccc(O)c(/C=C(\C#N)C(=O)Nc2cccnc2)c1,6,13,-1,-20,11,0.5,100,-19,-3,1624,x
Oc1c(Br)cc(Cl)cc1C=Nc1ccccc1Br,-1,4,-5,-18,5,-1.0,106,2,3,1554,3.5*

# Hits appear at their usual frequency, and some 5.6% of all compounds hit somewhere here.
